High-throughput results from PubChem.
D3 ag = activates the human D3 dopamine receptor; max activation, %; D3R DiscoveRx beta-arrestin cells, luminescence, 90 min; P35462; actives 0.58% (n = 410,000); in the data active = max activation above about 30%; also: 0% is about no effect; mostly tested at two doses, the higher about 12 µM
Target sequence (P35462 whole entry, looked up): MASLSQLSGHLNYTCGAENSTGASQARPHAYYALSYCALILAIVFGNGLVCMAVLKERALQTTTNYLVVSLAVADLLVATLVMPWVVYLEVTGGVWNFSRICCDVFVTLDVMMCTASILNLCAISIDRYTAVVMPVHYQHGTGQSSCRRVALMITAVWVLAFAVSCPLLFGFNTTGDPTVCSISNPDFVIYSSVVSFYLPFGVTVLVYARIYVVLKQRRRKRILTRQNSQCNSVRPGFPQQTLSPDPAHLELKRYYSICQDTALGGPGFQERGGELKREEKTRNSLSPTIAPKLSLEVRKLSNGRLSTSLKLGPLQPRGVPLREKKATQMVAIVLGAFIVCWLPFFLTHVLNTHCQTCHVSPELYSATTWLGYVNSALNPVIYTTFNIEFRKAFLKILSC
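Agonist mode: compounds and dopamine controls were applied to plated cells for 90 min at 37 degrees C after an overnight attachment at 1500 cells/well. Luminescent read-out followed 30 - 60 minutes at room temperature with DiscoveRx detection reagent.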
EPAC2 ag = activates human EPAC2 exchange factor; AID 720711; EPAC2 activation, biochemical qHTS; response scale: 100% = 6.5 mM cAMP response; actives 0.079% (n = 360,000); Q8WZA2; Potency, µM (titrated, usually from 154 µM), for the others: at the top dose activation, actives largely listed as activators; also: potency is read from the fitted curve at half-maximal effect; nearly all actives have a fitted effect of over 50% in size
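Nucleotide exchange monitored as fluorescence drop when BODIPY-GDP leaves Rap1B. Reaction: 100 nM EPAC2, 250 nM RAP1B-BODIPY-GDP, 50 uM GDP, room temperature, kinetic read over 30 min. Activity expressed relative to 6.5 mM cAMP.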
CCT chaperon mod = modulators of cytosolic chaperonin (CCT/TRiC) activity; purified chaperonin ATPase assay, HTRF ADP detection, 30 min; activity change, % (no concentration beside the values), hits read low; actives 0.3% (n = 360,000); AID 651819; in the data active = activity change below about -30%; also: % is scaled to controls: 0 for no effect and ±100 for the full control effect
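TRiC at 40 or 20 nM final (batch-dependent) in 30 mM Tris pH 7.4, 100 mM KCl, 5 mM MgCl2, 1 mM DTT, with compound at single 76 uM and 10 uM ATP, 30 min at 37 deg C. ADP detected by HTRF Transcreener, 665/615 ratio.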
Akt phos inh = Akt phosphorylation inhibition; Neuro2A IGF-stimulated pAkt S473 HTRF, 20 min; stronger effect = lower value; activity change, % for hits at 50 µM; actives 0.32% (n = 360,000); AID 651550; in the data active = activity change below about -80%; inconclusive = mostly about -51% to -80%; also: % is scaled to controls: 0 for no effect and ±100 for the full control effect
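Neuro2A cells (4,500/well, DMEM with 0.5% FBS) were treated with compound at a single 50 µM final concentration, stimulated with 6 nM IGF for 20 min at 37 °C, and lysed. Phospho-Akt Ser473 was read by HTRF as 665/615 ratio ×10^4.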
D3 antag = D3 dopamine receptor (human) antagonism; actives 2.5% (n = 360,000); P35462; D3R cells, DiscoveRx beta-arrestin luminescence, antagonist mode; stronger effect = lower value; max response, negative = inhibition, %; in the data active = max response below about -50%; inconclusive = no clear call, values can overlap the other calls; also: % is scaled to controls: 0 for no effect and ±100 for the full control effect; mostly tested at two doses, the higher about 12 µM
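Cells plated overnight at 1500 cells/well, then exposed to library compounds with dopamine controls for 90 minutes at 37 degrees C. DiscoveRx reagent added for 30–60 minutes at room temperature; luminescence read, quantitative HTS format.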
Mm-Cpn inhibitor = M. maripaludis TRiC chaperonin inhibition | Potency, µM (doses to about 76.9 µM), for inactives: at the highest dose activity, negative = inhibition, usual class: inhibitors | actives 0.031% (n = 330,000) | purified Mm-Cpn ATPase, ADP Transcreener TR-FRET; also: potency is read from the fitted curve at half-maximal effect; % is scaled to controls: 0 for no effect and ±100 for the full control effect; nearly all actives have a fitted effect of over 80% in size
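Compound-treated chaperonin, 25 nM final, turns over 10 uM ATP at 37°C for 30 min following a 10 min preincubation; ADP generated competes with ADP-d2 for Eu-cryptate antibody, lowering FRET.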
EPAC2 antag = EPAC2 (human) antagonism. EPAC2 GEF exchange of Rap1B-BODIPY-GDP, fluorescence. AID 720708. actives 0.18% (n = 360,000). Potency, µM (series often up to 114 µM), without a hit: at the top dose activity, negative = inhibition, hits mostly inhibitors; also: potency is read from the fitted curve at half-maximal effect; % is scaled to controls: 0 for no effect and ±100 for the full control effect; nearly all actives have a fitted effect of over 45% in size; many of its hits are not listed in these tables
PTHR1 agonist = activates the human parathyroid hormone receptor PTHR1; Q03431; HEK293 GP2 PTHR1 cells, GloSensor cAMP luminescence, 1 h; Potency, µM (titrated, usually from 115 µM), for the others: at the top dose activation, hits mostly activators; actives 0.075% (n = 410,000); AID 743266; also: potency is read from the fitted curve at half-maximal effect; nearly all actives have a fitted effect of over 55% in size; some results filed as inactive show a strong effect at the top dose; inactives centre near -15; many of its hits are not listed in these tables
Target sequence (Q03431 whole entry, looked up): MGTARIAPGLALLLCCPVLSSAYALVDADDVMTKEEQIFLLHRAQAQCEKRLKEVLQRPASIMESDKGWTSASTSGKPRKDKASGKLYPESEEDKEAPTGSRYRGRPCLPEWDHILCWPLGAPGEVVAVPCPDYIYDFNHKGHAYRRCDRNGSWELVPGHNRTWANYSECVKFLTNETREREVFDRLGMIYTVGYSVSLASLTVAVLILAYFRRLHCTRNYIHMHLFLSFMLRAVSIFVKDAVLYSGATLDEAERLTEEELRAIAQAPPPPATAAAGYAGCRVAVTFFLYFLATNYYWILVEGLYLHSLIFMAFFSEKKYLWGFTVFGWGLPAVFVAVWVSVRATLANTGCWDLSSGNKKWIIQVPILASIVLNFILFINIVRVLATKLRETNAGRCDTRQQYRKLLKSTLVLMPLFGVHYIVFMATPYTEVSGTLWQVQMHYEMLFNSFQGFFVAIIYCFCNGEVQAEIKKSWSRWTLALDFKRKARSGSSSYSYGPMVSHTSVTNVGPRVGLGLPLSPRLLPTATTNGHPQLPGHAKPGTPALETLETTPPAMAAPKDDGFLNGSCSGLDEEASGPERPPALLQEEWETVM
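HEK-293-derived GP2 cells expressing PTHR1 and a GloSensor cAMP reporter, 3,000/well, plated overnight, given luciferin plus IBMX (each 0.5 mM as added) for 1 h at 37 °C, then compound for 1 h at 37 °C. Luminescence was read after 15 min at room temperature.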
Numbers without * were called inactive; i = inactive; ? = inconclusive; nt = not tested or not shown; & = joins results of further samples; [ ] = dose if it differs, or a comment. Unless noted, calls follow the shape of the dose curve; as a rule, active = well fitted curve in the direction sought with a large enough effect; inconclusive = small, poorly fitted or top-dose-only effect, or another doubt; inactive = no such curve, though single readings can be large; an effect the other way counts as inactive or inconclusive. These rows are one share of the data; rates above refer to the full screens.

SMILES	D3 ag	EPAC2 ag	CCT chaperon mod	Akt phos inh	D3 antag	Mm-Cpn inhibitor	EPAC2 antag	PTHR1 agonist
CCn1c(C)cc(/C=C2\C(=O)NC(=O)N(c3ccccc3C)C2=O)c1C	11	7%	-1.6	i	5	-1%	3%	-6%
C[C@]12CC[C@@H](O)C[C@@H]1CC[C@@H]1[C@@H]2CC[C@]2(C)[C@@H](O)CC[C@@H]12	0	1%	-4.6	i	-10	2%[15.4 µM]	2%	-20%
COCCNC(=O)Cn1cc(C(=O)c2ccccc2F)c2ccccc21	12	5%	0.1	i	17	1%	-2%	i
CC(C(=O)c1ccc(Cl)cc1Cl)n1cncn1 (configuration not stated)	3	-4%	0.3	i	11	-2%	-2%	-1%
O=C1c2ccccc2-c2cccc3cccc1c23	22	19%	-1.2	i	19	nt	0%	-29%
CCOC(=O)[C@]12Cc3c(cc(OC)c(OC)c3OC)[C@H]1N(C(C)C)C(=O)c1ccccc12	-1	-5%	-0.9	i	8	nt	3%	i
CCCn1ncc(CN2CCCC(C(=O)c3cccc(OC)c3)C2)c1C (configuration not stated)	-16	5%	0.3	i	?	1%	12%	i
COc1ccc2c(c1)c(C(=O)CN1CCC3(CC1)OCCO3)c(C)n2Cc1ccccc1	-4	-2%	-0.7	i	-5	-1%	-2%	-1%[57.5 µM]
Cc1occc1C(=O)N1CCC2(CC1)OCCO2	4	7%	0.9	nt	-5	-3%	5%	-8%[57.5 µM]
CN(C)c1cc[n+](CC(O)C[n+]2ccc(N(C)C)cc2)cc1	0	6%	-7.8	i	10	1%	10%	i
CCC(C)N1C(=O)/C(=C/c2ccc3c(c2)CCN3CCCCl)C(=O)NC1=S (configuration not stated)	8	-5%	0.0	i	5	-4%	5%	-22%
CCOC(=O)Cc1csc(NC(=O)c2c(O)c3ccccc3n(CCC(C)C)c2=O)n1	2	-12%	-1.2	i	0	-12%	12%	-92%[inhibitor]
Oc1ccccc1-[n+]1c(-c2ccccc2)cc(-c2ccccc2)cc1-c1ccccc1	0	3%	-0.7	i	36	-3%	0%	-5%
CC(C)OC(=O)Cc1ccccc1	-2	2%	-0.5	i	-9	1%	-11%	i
CC(=O)OC(C)(C)/C=C/C(=O)[C@](C)(O)[C@H]1[C@H](O)C[C@@]2(C)[C@@H]3CC=C4[C@H](C[C@H](O)C(=O)C4(C)C)[C@]3(C)C(=O)C[C@]12C	-13	6%	-10	i	-12	1%	8%	-89%[inhibitor]
O=C(N/N=C/c1c(O)n(C2CC2)c(=S)[nH]c1=O)c1ccccc1	-12	-2%	-1.6	i	-25	-1%	-17%	i
COc1cc2c(cc1OC)C(C)NCC2 (configuration not stated)	-5	7%	-2.8	i	0	-1%	3%	-19%
Cc1cc(-c2ccccc2)cc(C)[n+]1Cc1ccccc1	-15	9%	-6.6	i	-16	3%	37%[activator]	i
CC(=NCCN1CCCCC1)c1c(O)n(Cc2ccccc2)c(=O)[nH]c1=O	-7	-2%	-0.5	i	-21	-1%	5%	0%[57.5 µM]
Cc1cccc(NC(=S)N2CC3CC(C2)c2cccc(=O)n2C3)c1C (configuration not stated)	3	5%	0.1	i	-2	1%	11%	i
Cc1ccc(NP(=O)(Nc2ccc(C)cc2)Oc2ccccc2)cc1	19	3%	-1.9	i	2	1%	-23%	-6%
CC(C)Sc1nnc([C@@H](N)Cc2c[nH]c3ccccc23)o1	9	-7%	-2.9	i	5	-3%	3%	-8%[57.5 µM]
CC(C)(C)n1nnnc1C(C1CC1)N1CCC2(CC1)C(=O)NCN2c1ccccc1 (configuration not stated)	-11	8%	-0.3	i	?	nt	12%	-21%
CC(C)[C@H](NC(=O)N1C[C@H]2C[C@@H](C1)c1cccc(=O)n1C2)C(=O)Nc1ccccc1F	15	-2%	-1.6	i	-6	0%	11%	-21%
Cc1cc(C)cc(N2C(=O)NC(=O)/C(=C\c3cccn3-c3ccc(Cl)cc3)C2=O)c1	-3	0%	-2.8	i	-72*	-2%	-3%	-18%[57.5 µM]

Single records, from the list above. Order of values: D3 ag | EPAC2 ag | CCT chaperon mod | Akt phos inh | D3 antag | Mm-Cpn inhibitor | EPAC2 antag | PTHR1 agonist
Profile of Cc1occc1C(=O)N1CCC2(CC1)OCCO2 : 4 | 7% | 0.9 | nt | -5 | -3% | 5% | -8%[57.5 µM]
Profile of COc1cc2c(cc1OC)C(C)NCC2 (configuration not stated) : -5 | 7% | -2.8 | i | 0 | -1% | 3% | -19%
Profile of CC(C)(C)n1nnnc1C(C1CC1)N1CCC2(CC1)C(=O)NCN2c1ccccc1 (configuration not stated) : -11 | 8% | -0.3 | i | ? | nt | 12% | -21%
Profile of CCCn1ncc(CN2CCCC(C(=O)c3cccc(OC)c3)C2)c1C (configuration not stated) : -16 | 5% | 0.3 | i | ? | 1% | 12% | i

Additional entries follow.
SMILES	D3 ag	EPAC2 ag	CCT chaperon mod	Akt phos inh	D3 antag	Mm-Cpn inhibitor	EPAC2 antag	PTHR1 agonist
COC(=O)C1C(O)C(C)C(O)C(C)/C=C\C=C(/C)C(=O)Nc2c(C)c(OC(C)=O)c3c(c2O)C(=O)C(C)=C2OCOC(=C23)/C(C)=C/C(C)(O)C(O)C(C)C1O (configuration not stated)	1	5%	-3.6	i	-7	-16%	-2%	i
[N-]=[N+]=NCCN1CCC(O)CCC1=O (configuration not stated)	1	2%	-0.9	i	-12	2%	2%	-15%
CCOC(=O)c1c(-c2ccc(OC)cc2)oc2ccc(OC(=O)N(C)C)cc12	8	9%	-1.3	i	3	-7%	-3%	-23%
O=C(c1sc2ccccc2c1Cl)N1CCC2(CC1)OCCO2	-4	13%	-1.3	i	-20	-7%	2%	i
Cc1ccc2c(c1)C1CN(C)CCC1N2S(=O)(=O)c1ccccc1 (configuration not stated)	-18	7%	0.0	i	-7	-1%	8%	?
O=C(COc1ccc(Cl)cc1)NC1CN2CCC1CC2 (configuration not stated)	4	8%	-1.2	i	-27	?	10%	-2%[57.5 µM]
CN(C)c1ccc(N=Cc2c(O)n(CCC3=CCCCC3)c(=O)[nH]c2=O)cc1	12	19%	0.6	i	-10	-3%	16%	-22%
CCCCCn1c(=O)c(C(=O)Nc2ccccc2)c(O)c2ccccc21	-5	-1%	2.2	i	18	0%	-8%	i
Cc1ccccc1-n1c(/C=C/c2ccccn2)nc2ccccc2c1=O	3	11%	-0.5	i	16	-2%	-7%	-6%
C/C(=N\NC(N)=O)c1c(O)n(C)c(=O)n(C)c1=O	-3	7%	0.4	i	9	-6%	2%	-5%
CC(C)OP(=O)(OC(C)C)C(O)c1cccnc1 (configuration not stated)	0	-8%	-1.8	i	19	2%	1%	i
CCOP(=O)(OCC)C(c1ccccc1)N(C)C=O (configuration not stated)	2	7%	-1.0	i	?	2%	18%	i
CC1COC2N=C(N[N+](=O)[O-])NC2O1 (configuration not stated)	-13	4%	-1.1	i	-14	-1%	-3%	i
O=P(Nc1ccccc1)(Oc1ccccc1)Oc1ccccc1	5	2%	-1.0	i	92	0%	?	-10%
Cc1cccc(-n2c(O)c(/C=C3/C(c4ccccc4)=Nc4ccccc43)c(=O)[nH]c2=O)c1	-14	8%	-44*	i	3	-1%	5%	-38%[inhibitor]
O=C(O)c1nn(Cc2ccc(Cl)cc2Cl)c2ccccc12	-2&21	0%	-3.1	nt	-10	1%	?	21%
C=CCn1c(O)c(/C=N/N2CCCCC2c2cccnc2)c(=O)[nH]c1=S (configuration not stated)	6	0%	0.1	i	2	1%	6%	-2%
O=C1NC(=O)N(Cc2ccc(F)cc2)C(=O)/C1=C\C=C\c1ccco1	6	-3%	1.2	i	-11	-5%	1%	-41%[inhibitor]
c1ccc(Cn2ccnc2)cc1	5	-4%	0.5	i	-15	-2%	2%	-8%
N#Cc1cc(F)c(N2CCNCC2)cc1Cl	-4	1%	-1.9	i	-19	-1%	-4%	-9%[57.5 µM]
COc1ccc2[nH]c(C)c(CCNCc3cccnc3)c2c1	-5	18%	0.0	i	-19	-1%	7%	i
CC(=NCc1ccco1)c1c(O)n(-c2ccc(C)cc2)c(=O)[nH]c1=O	-6	6%	-1.6	i	2	-1%	-3%	i
CCOc1ccccc1-n1c(O)c(C=Nc2ccc(N(CC)CC)cc2)c(=O)[nH]c1=O	-15	100µM*	-1.6	nt	?	0%	32%[activator]	i
CCOC(=O)c1c(C)n(Cc2ccco2)c2ccc(O)cc12	1	-3%	-1.9	i	23	nt	-3%	-27%
COC(=O)C1=C(c2c(C)noc2C)C[C@@H]2CC[C@H]1N2C(=O)NC1Cc2ccccc2C1	1	0%	-3.3	i	-20	2%	4%	i
CN1C(=O)C(=Cc2ccccc2Oc2ccc(Cl)cc2)C(=O)N(C)C1=O	-12	6%	-3.0	i	17	-1%	13%	22%[57.5 µM]
CCN(CCNc1ccc([N+](=O)[O-])c2cccnc12)S(=O)(=O)c1ccccc1	3	-22%	2.5	i	15	-12%	12%	-21%
COc1ccc(N2C(=O)NC(=O)/C(=C\c3ccccc3[N+](=O)[O-])C2=O)cc1	7	-2%	1.5	i	3	0%	12%	-28%
Cc1ccnc(-n2c(C)nc3ccccc3c2=O)c1	5	-4%	0.4	i	7	0%	9%	i
COC1CCC(OC2CC(C3(C)CCC4(CC(O)C(C)C(C(C)/C=C(\C)C(=O)C(C)CC(C)C(=O)O)O4)O3)OC3(OC(C4OC(O)(CO)C(C)CC4C)CC3C)C2C)OC1C (configuration not stated)	71*	-17%	-2.1	i	133	nt	-27%	-50%[inhibitor]

A draw from above in order of heavy-atom count, ascending:
SMILES	D3 ag	EPAC2 ag	CCT chaperon mod	Akt phos inh	D3 antag	Mm-Cpn inhibitor	EPAC2 antag	PTHR1 agonist
[N-]=[N+]=NCCN1CCC(O)CCC1=O (configuration not stated)	1	2%	-0.9	i	-12	2%	2%	-15%
Cc1ccc2c(c1)C1CN(C)CCC1N2S(=O)(=O)c1ccccc1 (configuration not stated)	-18	7%	0.0	i	-7	-1%	8%	?
COC(=O)C1=C(c2c(C)noc2C)C[C@@H]2CC[C@H]1N2C(=O)NC1Cc2ccccc2C1	1	0%	-3.3	i	-20	2%	4%	i
COC(=O)C1C(O)C(C)C(O)C(C)/C=C\C=C(/C)C(=O)Nc2c(C)c(OC(C)=O)c3c(c2O)C(=O)C(C)=C2OCOC(=C23)/C(C)=C/C(C)(O)C(O)C(C)C1O (configuration not stated)	1	5%	-3.6	i	-7	-16%	-2%	i
